D2 antag = HTS Assay for Allosteric Antagonists of the Human D2 Dopamine Receptor: Primary Screen for Antagonists | D(2) dopamine receptor (Homo sapiens), P14416 | HEK293 TREx D2 cells, calcium flux, dopamine EC80 | inhibition, % at 10 µM | 340,000 tested, 2% active; in the data active = inhibition above about 30%; note: 0% is about no effect
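Measurement of antagonist activity uses fluorescent calcium dye in inducible HEK293 T-REx D2 cells: 10 s baseline, compound addition with 180 s read, EC80 dopamine addition with a further 180 s read.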
PI4K2A block = qHTS for small molecular inhibitors of PI4K2A. AID 1346378, 2018. purified PI4K2A, ADP-Glo luminescence, 1 h; active compounds read low. 420,000 tested, 0.13% active. activity change, negative = inhibition, % at 76.9 µM; in the data active = activity change below about -50%; inconclusive = mostly about -30% to -49%;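 note: -100% = wells without enzyme as full effect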
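In this quantitative HTS, ADP production by PI4K2A was quantified luminescently after 1 h at ambient temperature; 100 microM adenosine served as plate-quality control.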
USP1 inh = Inhibitors of USP1/UAF1: Primary Screen | Ubiquitin carboxyl-terminal hydrolase 1 (Homo sapiens), O94782 | recombinant USP1/UAF1, Ub-Rhodamine cleavage fluorescence | Potency, µM (series often up to 57.1 µM), inactives show at the top dose activity change, negative = inhibition, most hits filed as inhibitors | 390,000 tested, 0.23% active | AID 743255, 2014; note: potency is the fitted concentration of half-maximal effect; % is set by controls: 0 for no effect and ±100 for the full control effect; nearly all actives have a fitted effect of over 60% in size; inactives centre near -12
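Step one: compound is pinned into 1nM USP1/UAF1 in HEPES pH 7.8 buffer with TCEP. Step two: 15 min room-temperature incubation. Step three: Ub-Rho (150nM final) starts cleavage, tracked by fluorescence over six one-minute reads.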
D2 ag = HTS Assay for Allosteric Agonists of the Human D2 Dopamine Receptor: Primary Screen for Agonists | D(2) dopamine receptor (Homo sapiens), P14416 | HEK293 T-REx D2 cells, calcium flux agonist mode | activation, % at 2 µM | 340,000 tested, 0.53% active;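 active = activation over 3 SD above normal in the single-dose calcium agonist read, cut at about 30% in these data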; note: 0% is about no effect
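In this primary screen, compounds producing a positive calcium signal within 180 s of addition to tetracycline-induced, force-coupled HEK293 Trex D2 cells are flagged; cells are dye-loaded with a no-wash calcium kit beforehand.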
rTrxR1 inhibitor = qHTS Assay for Inhibitors of Mammalian Selenoprotein Thioredoxin Reductase 1 (TrxR1): qHTS | Thioredoxin reductase 1, cytoplasmic (Rattus norvegicus), O89049 | recombinant rTrxR1, NADPH fluorescence consumption, selenite substrate | Potency, µM (highest dose often 114 µM), for the others: top-dose activity change, negative = inhibition, actives largely listed as inhibitors | 390,000 tested, 1% active | AID 588453, 2011; note: potency is the fitted concentration of half-maximal effect; % is set by controls: 0 for no effect and ±100 for the full control effect; nearly all actives have a fitted effect of over 65% in size
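Rat TrxR1 (90 nM in the dispensed reagent) was pre-reduced with 400 uM NADPH for 5 min at room temperature, then incubated with compound for 15 min. After 400 uM selenite was added, NADPH fluorescence (Ex 340/Em 450 nm) was followed for 8 min.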
IDH1 R132H inh = qHTS for Inhibitors of mutant isocitrate dehydrogenase 1 (IDH1): qHTS; IDH1-R132H enzyme, NADPH consumption, diaphorase/resazurin fluorescence; 390,000 tested, 0.093% active; AID 602179, 2012; Potency, µM (series often up to 76.6 µM), without a hit: top-dose activity change, negative = inhibition, most hits filed as inhibitors; Isocitrate dehydrogenase [NADP] cytoplasmic (Homo sapiens), O75874; note: potency is the fitted concentration of half-maximal effect; % is set by controls: 0 for no effect and ±100 for the full control effect; nearly all actives have a fitted effect of over 65% in size
Target sequence (O75874 whole entry R132H, stated change not applied): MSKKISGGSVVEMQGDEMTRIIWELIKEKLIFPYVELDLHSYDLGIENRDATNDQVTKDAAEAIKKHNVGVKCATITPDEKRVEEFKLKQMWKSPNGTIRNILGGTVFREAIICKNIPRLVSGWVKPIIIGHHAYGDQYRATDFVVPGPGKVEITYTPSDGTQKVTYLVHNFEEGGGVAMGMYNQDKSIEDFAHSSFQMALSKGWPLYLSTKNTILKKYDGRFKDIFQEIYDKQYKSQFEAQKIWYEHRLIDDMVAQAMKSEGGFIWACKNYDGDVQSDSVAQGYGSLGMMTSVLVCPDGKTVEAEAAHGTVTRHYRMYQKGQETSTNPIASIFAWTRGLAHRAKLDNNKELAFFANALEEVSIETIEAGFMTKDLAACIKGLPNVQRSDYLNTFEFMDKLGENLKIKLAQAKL
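IDH1-R132H (0.5 ug/mL dispensed) in pH 7.5 Tris buffer was preincubated 30 min with compound, then given a substrate mix of 0.016 mM NADPH and 2 mM alpha-KG for 80 min at room temperature; remaining NADPH was read by diaphorase/resazurin fluorescence.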
TRHR ag = qHTS for Small Molecule Agonists and Allosteric Enhancers of Human TRH Receptor: Primary Screen for Agonists. 360,000 tested, 0.18% active. activation, % at 2 µM. Thyrotropin-releasing hormone receptor (Homo sapiens), P34981. TRHR cells, calcium flux fluo-8, FDSS agonist mode; in the data active = activation above about 30%; note: 0% is about no effect
Target sequence (P34981 whole entry, looked up): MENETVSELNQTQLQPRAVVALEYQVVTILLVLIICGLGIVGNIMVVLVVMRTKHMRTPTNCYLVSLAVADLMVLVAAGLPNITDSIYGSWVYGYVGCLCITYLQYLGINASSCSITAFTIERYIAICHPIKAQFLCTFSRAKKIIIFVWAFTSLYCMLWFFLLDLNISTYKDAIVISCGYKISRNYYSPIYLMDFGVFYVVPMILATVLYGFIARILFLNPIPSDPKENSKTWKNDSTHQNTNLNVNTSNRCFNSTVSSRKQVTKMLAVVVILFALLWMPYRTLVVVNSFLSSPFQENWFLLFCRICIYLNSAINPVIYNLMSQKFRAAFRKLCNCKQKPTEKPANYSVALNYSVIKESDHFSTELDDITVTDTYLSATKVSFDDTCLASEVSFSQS
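In this calcium-flux screen, cells bearing human TRHR are dye-loaded with fluo-8, baselined for 10 cycles, then exposed to library compounds; positive kinetic calcium responses during the agonist phase mark hits, with TRH as control.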
TRHR PAM = qHTS for Small Molecule Agonists and Allosteric Enhancers of Human TRH Receptor: Primary Screen for Enhancers; 360,000 tested, 0.66% active; Thyrotropin-releasing hormone receptor (Homo sapiens), P34981; enhancement, % at 2 µM; TRHR cells, fluo-8 calcium fluorescence, EC20 TRH enhancement; in the data active = enhancement above about 30%; note: 0% is about no effect
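Enhancer read-out: after compound pinning and an initial kinetic agonist-mode read, an EC20 of TRH (10 nM final) was injected and fluo-8 calcium signal (Ex 480/Em 530) followed at 1 s/cycle for 100 cycles in TRHR-expressing cells.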
TrxR1 substrate = qHTS Assay for Substrates of Mammalian Selenoprotein Thioredoxin Reductase 1 (TrxR1): qHTS; purified TrxR1 substrate turnover, NADPH consumption readout; Potency, µM (highest dose often 114 µM), for the others: top-dose activity change, negative = substrate turnover; 390,000 tested, 0.01% active; note: potency is the fitted concentration of half-maximal effect; % is set by controls: 0 for no effect and ±100 for the full control effect; nearly all actives have a fitted effect of over 50% in size
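Rat TrxR1, dispensed at 90 nM, was prereduced with 400 uM NADPH (final) for 5 min at ~22 deg C, then incubated with compound 15 min before 400 uM selenite. A first-read NADPH fluorescence drop versus no-compound background flagged substrates.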
Numbers without * were called inactive; & = joins results of further samples; [ ] = dose if it differs, or a comment. Unless noted, calls come from the whole dose curve; as a rule, active = well fitted inhibition curve with a large enough effect; inconclusive = small, poorly fitted or top-dose-only effect; inactive = no such curve, though single readings can be large or run the other way.

Screening O=C(CC(=O)OCc1ccccc1)OCc1ccccc1 returned PI4K2A block -3.3, USP1 inh -20.0%, rTrxR1 inhibitor 11.1%[57.1 µM], IDH1 R132H inh -4.6% and TrxR1 substrate 0.5%[57.1 µM].
`CC1(C(=O)N2CCOCC2)CCCCC1` gave D2 antag -13.4, PI4K2A block -3.5, USP1 inh -10.4%, D2 ag -0.9, rTrxR1 inhibitor 23.0%, IDH1 R132H inh -1.5%, TRHR ag 0.7, TRHR PAM 2.8 and TrxR1 substrate 1.8%[2.29 µM].
CSc1ncccc1C(=O)OCc1ccc(COC(=O)c2cccnc2SC)cc1 was read as D2 antag 1.8, D2 ag -0.4, TRHR ag 0.5 and TRHR PAM 6.5.
For CC1=CC(C)(C)N(C(=O)CSc2nnc(-c3ccccc3)o2)c2ccc(C)cc21 the results were D2 antag 13.6, PI4K2A block 2.3, USP1 inh -10.7%, D2 ag 0.2, rTrxR1 inhibitor 13.8%, IDH1 R132H inh -1.4%, TRHR ag -0.2, TRHR PAM 35.8* and TrxR1 substrate -7.1%.
`CCC(C(=O)NCc1ccc(F)cc1)N(Cc1ccco1)C(=O)c1snc(C(N)=O)c1N` (stereo unspecified) gave D2 antag -8.4, PI4K2A block 2.3, USP1 inh -15.2%, D2 ag 0.7, rTrxR1 inhibitor 12.8%, IDH1 R132H inh 3.1%, TRHR ag -1.0, TRHR PAM -3.2 and TrxR1 substrate 19.6%.
Screening Cc1ccc(C(=O)COC(=O)c2cc(Cl)nc3ccccc23)cc1C returned D2 antag -4.2, PI4K2A block -2.4, USP1 inh -4.2%, D2 ag -0.3, rTrxR1 inhibitor 14.5%, IDH1 R132H inh 9.4%, TRHR ag 0.4, TRHR PAM -4.2 and TrxR1 substrate 8.5%.
`CC(C)(C)N1[C@@H](CC(=O)O)c2cc(C(F)(F)F)ccc2S1(=O)=O` gave PI4K2A block -0.6, USP1 inh -26.9%, rTrxR1 inhibitor -8.5%&-11.1%, IDH1 R132H inh 3.9% and TrxR1 substrate 2.0%&-0.5%.
For CCSc1ccc(-c2nn(-c3ccccc3)cc2/C=C(/C#N)C(=O)NC)cc1 the results were D2 antag 4.7, PI4K2A block -5.1, USP1 inh -9.0%, D2 ag 1.1, rTrxR1 inhibitor 43.8%[activator], IDH1 R132H inh 5.7%, TRHR ag 0.0, TRHR PAM 4.8 and TrxR1 substrate 163.5%[activator].
`COc1ccc(F)cc1S(=O)(=O)NCCc1sc2nc(-c3ccc(F)cc3)nn2c1C` gave PI4K2A block 1.4, USP1 inh -23.0%, D2 ag 1.1, rTrxR1 inhibitor 14.0%[57.1 µM], IDH1 R132H inh 2.1%, TRHR ag 0.4, TRHR PAM 1.0 and TrxR1 substrate 2.8%[57.1 µM].
`COc1ccc(-c2cn(-c3ccc(Br)cc3)c3[n+]2CCS3)cc1` gave D2 antag -8.2, PI4K2A block 1.6, USP1 inh -9.1%, D2 ag 0.6, rTrxR1 inhibitor 28.9%[57.1 µM], IDH1 R132H inh -3.3%, TRHR ag 0.5, TRHR PAM 2.0 and TrxR1 substrate 9.2%[57.1 µM].
`CCN(C(=O)CSc1nnc(C(C)N(C)C)n1-c1ccc(F)cc1)C1CCS(=O)(=O)C1` (stereo unspecified) gave D2 antag 3.4, PI4K2A block -3.4, USP1 inh -7.1%, D2 ag -0.1, rTrxR1 inhibitor -33.7%, IDH1 R132H inh -3.7%, TRHR ag 0.9, TRHR PAM -0.6 and TrxR1 substrate -1.1%.
O=C(CN1C(=O)NC(c2ccccc2)(c2ccccc2)C1=O)NC1CCCCC1 was read as D2 antag 6.4, PI4K2A block 0.9, USP1 inh -17.3%, D2 ag -0.4, rTrxR1 inhibitor 16.0%, IDH1 R132H inh -1.0%, TRHR ag -1.0, TRHR PAM -9.3 and TrxR1 substrate -0.9%.
Screening CCC(CO)n1c(SCc2cc([N+](=O)[O-])cc3c2OCOC3)nc2ccccc2c1=O (stereo unspecified) returned D2 antag 2.4, PI4K2A block 1.4, USP1 inh -3.1%, D2 ag -0.3, rTrxR1 inhibitor -3.1%, IDH1 R132H inh -5.0%, TRHR ag 0.0, TRHR PAM -2.6 and TrxR1 substrate -14.2%.
Screening CC(=O)Nc1ccc(S(=O)(=O)Nc2nc3ccccc3nc2N2CCCCCC2)cc1 returned D2 antag 1.2, PI4K2A block 0.1, USP1 inh -26.0%, D2 ag 1.6, rTrxR1 inhibitor 4.6%, IDH1 R132H inh 3.0%, TRHR ag -0.1, TRHR PAM 2.0 and TrxR1 substrate -4.0%.
`CC(NCCC1(Cc2ccccc2Cl)CCOC(C)(C)C1)c1cccs1` (stereo unspecified) gave D2 antag 8.9, PI4K2A block 1.0, USP1 inh -12.7%, D2 ag -1.6, rTrxR1 inhibitor 14.5%[11.4 µM], IDH1 R132H inh 4.7%, TRHR ag -0.9, TRHR PAM 5.0 and TrxR1 substrate 8.9%[11.4 µM].
`COc1nc(-c2ccccc2)nc(C)c1CC(=O)O` gave D2 antag -18.4, PI4K2A block -3.0, USP1 inh -22.6%, D2 ag 0.9, rTrxR1 inhibitor 21.8%[57.1 µM], IDH1 R132H inh 6.5%, TRHR ag -0.7, TRHR PAM 7.2 and TrxR1 substrate 1.8%[57.1 µM].
`C=CCN1C(=O)c2ccc(C(=O)N(CC)CC(=O)Nc3c(F)cccc3F)cc2C1=O` gave D2 antag 3.5, PI4K2A block 3.1, USP1 inh -17.9%, D2 ag 0.3, rTrxR1 inhibitor 2.6%, IDH1 R132H inh 2.9%, TRHR ag -0.2, TRHR PAM 4.2 and TrxR1 substrate -1.6%.
COc1ccc(/C=C/C(=O)OCn2c(SC)nnc(C)c2=O)cc1OC was read as D2 antag 0.6, PI4K2A block 1.3, USP1 inh -10.4%, D2 ag -0.3, rTrxR1 inhibitor inconclusive, IDH1 R132H inh 2.1%, TRHR ag -0.1, TRHR PAM 6.5 and TrxR1 substrate 6.7%.
For Cc1nc(NCCc2ccc(Cl)cc2)c2nnn(Cc3ccccc3)c2n1 the results were D2 antag 0.8, PI4K2A block -2.3, USP1 inh -10.1%, D2 ag -0.2, rTrxR1 inhibitor 26.8%, IDH1 R132H inh 1.4%, TRHR ag 0.0, TRHR PAM 0.2 and TrxR1 substrate -1.2%.
For COc1ccc(N(CC(=O)NCc2ccccc2Cl)S(=O)(=O)c2c(C)nn(C)c2C)cc1 the results were PI4K2A block -3.7, USP1 inh -11.2%, D2 ag -0.2, rTrxR1 inhibitor 7.0%, IDH1 R132H inh 6.2%, TRHR ag 0.2, TRHR PAM 6.6 and TrxR1 substrate 7.7%.
`CC(C)CCn1cnc2c1c(=O)n(C)c(=O)n2C` gave D2 antag 11.0, PI4K2A block 2.6, USP1 inh 2.7%, D2 ag 0.4, rTrxR1 inhibitor 0.3%[57.1 µM], IDH1 R132H inh 0.9%, TRHR ag 0.9, TRHR PAM -3.6 and TrxR1 substrate 4.9%[57.1 µM].
Screening Cc1cc(Br)ccc1NC(=O)CNC(=O)Cc1ccc(S(=O)(=O)N2CCOCC2)s1 returned D2 antag 1.4, PI4K2A block -3.5, USP1 inh -16.7%, D2 ag 0.5, rTrxR1 inhibitor 4.4%, IDH1 R132H inh 0.6%, TRHR ag -0.1, TRHR PAM -3.3 and TrxR1 substrate -2.8%.
Screening COc1ccccc1NS(=O)(=O)c1ccc(Br)s1 returned D2 antag -4.2, PI4K2A block -2.8, USP1 inh -9.7%, D2 ag -1.2, rTrxR1 inhibitor -4.5%, IDH1 R132H inh 7.3%, TRHR ag -0.9, TRHR PAM -5.7 and TrxR1 substrate -4.7%.
CN1CCc2nc3sc(C(=O)NCc4ccccc4)c(N)c3cc2C1 was read as PI4K2A block -5.3, USP1 inh -24.1%, rTrxR1 inhibitor -0.5%, IDH1 R132H inh -1.1%, TRHR ag 0.1, TRHR PAM 3.5 and TrxR1 substrate -2.5%.
COc1ccc(-n2nc(C(=O)NCC(=O)NCCCN3CCC(C)CC3)c3ccccc3c2=O)cc1Cl was read as D2 antag -14.7, PI4K2A block -0.4, USP1 inh -12.2%, D2 ag 0.2, rTrxR1 inhibitor 1.5%[57.1 µM], IDH1 R132H inh -7.3%, TRHR ag 0.1, TRHR PAM -0.7 and TrxR1 substrate -1.2%[57.1 µM].
For O=C(Nc1onc2c1CCCC2)c1ccc(Cl)cc1 the results were PI4K2A block -2.6, USP1 inh -17.3%, D2 ag -0.9, rTrxR1 inhibitor 13.4%, IDH1 R132H inh 3.2%, TRHR ag 0.5, TRHR PAM -3.2 and TrxR1 substrate -2.8%.

Looked up by structure from above (2):
Screening COc1ccccc1NS(=O)(=O)c1ccc(Br)s1 returned D2 antag -4.2, PI4K2A block -2.8, USP1 inh -9.7%, D2 ag -1.2, rTrxR1 inhibitor -4.5%, IDH1 R132H inh 7.3%, TRHR ag -0.9, TRHR PAM -5.7 and TrxR1 substrate -4.7%.
For Cc1nc(NCCc2ccc(Cl)cc2)c2nnn(Cc3ccccc3)c2n1 the results were D2 antag 0.8, PI4K2A block -2.3, USP1 inh -10.1%, D2 ag -0.2, rTrxR1 inhibitor 26.8%, IDH1 R132H inh 1.4%, TRHR ag 0.0, TRHR PAM 0.2 and TrxR1 substrate -1.2%.

Screening results deposited in PubChem BioAssay by National Center for Advancing Translational Sciences (NCATS).
